TWEAK Fn14 block – TWEAK-Fn14 signaling inhibition; inhibition, % at 10 µM; hit rate 2% among 360,000; TWEAK-stimulated Fn14 reporter cells, luciferase luminescence, 8 h; in the data active = inhibition above about 50%
KKLEB tox – counter-screen for CF NF-kB inhibitors: cytotoxicity. KKLEB CF airway cells viability, ATPlite luminescence, overnight; hits give low values; cells stimulated with P. aeruginosa culture filtrate. activity change (cytotoxicity), % at 5 µM. hit rate 0.36% among 360,000. AID 602141;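 active = corrected activity change at or below -50% at 5 µM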
aDG glyco act – alpha-DG glycosylation activation. AID 624168. hit rate 0.22% among 360,000. activation, % at 10 µM. Pro5-aDG cells, alpha-DG glycosylation AlphaScreen (IIH6); 0% Pro5, 100% B10-LARGE cell signal;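 active = activation of at least 8% versus controls, or a plate z-score of at least 8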;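 note: Pro5 are CHO cells carrying HIG-tagged alpha-DG that lacks glycosylation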
iPSC survival up – enhancers of human iPSC single-cell survival; hiPSC single-cell survival, ATPlite luminescence; 100% = ROCK inhibitor wells, 0% = DMSO; survival enhancement, % at 20 µM; hit rate 0.044% among 360,000; in the data active = survival enhancement above about 18%;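 note: cells exposed to compounds for 16 hours before the ATP read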
CF NFkB block – inhibitors of cystic fibrosis induced NF-kB | KKLEB NF-kB-GFP reporter, PAF-induced, GFP fluorescence overnight | inhibition, % at 5 µM | hit rate 0.86% among 360,000 | AID 588850;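 active = at least 50% inhibition at 5 µM, scaled per plate between neutral and stimulator controls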;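 note: PAF is a Pseudomonas aeruginosa culture filtrate used as stimulus; plate controls were PAF-stimulated DMSO wells for no effect and unstimulated DMSO wells for full effect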
MITF TRPM1 inh – MITF TRPM1 promoter inhibition in SK-MEL-5 cells. SK-MEL-5 TRPM1 promoter luciferase, 24 h. inhibition, % at 12.5 µM. hit rate 0.83% among 330,000;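 active = mean inhibition across replicates of 60% or more, whatever share of single replicates reaches that level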; note: values of inactives mirror those of a sister screen read the other way
Peg3 prom inh – inhibitors of Peg3 promoter; inhibition, % at 20 µM; HeLa PEG-Prom luciferase reporter, luminescence, overnight; hit rate 1.7% among 360,000;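 active = inhibition of at least 50% at 20 µM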
Shn3 3UTR inh – inhibitors of Schnurri-3 3'UTR reporter in osteoblasts. Clone20 osteoblast Shn3 3'UTR firefly luciferase, 24 h. inhibition, % at 12.5 µM. hit rate 0.52% among 360,000. AID 588674;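 active = mean inhibition of at least 75% with every replicate also reaching 75%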;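 note: 0% = median of neutral control wells and 100% = pilot-screen positive control compound; some compounds past the cut are filed as inactive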
NR2E3 ag-1 – agonists of human nuclear receptor NR2E3; AID 2300; hit rate 0.12% among 320,000; inhibition of corepressor binding, % at 4.78 µM; Q9Y5X4; GST-NR2E3/biotin-RetCOR TR-FRET, 1536-well;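 active = percent inhibition above the cutoff of mean plus 3 SD of all tested compounds, set per screening campaign, cut at about 20% in these data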;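 note: 0% = DMSO wells and 100% = biotin wells as full block of FRET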
Target sequence (Q9Y5X4 whole entry, looked up): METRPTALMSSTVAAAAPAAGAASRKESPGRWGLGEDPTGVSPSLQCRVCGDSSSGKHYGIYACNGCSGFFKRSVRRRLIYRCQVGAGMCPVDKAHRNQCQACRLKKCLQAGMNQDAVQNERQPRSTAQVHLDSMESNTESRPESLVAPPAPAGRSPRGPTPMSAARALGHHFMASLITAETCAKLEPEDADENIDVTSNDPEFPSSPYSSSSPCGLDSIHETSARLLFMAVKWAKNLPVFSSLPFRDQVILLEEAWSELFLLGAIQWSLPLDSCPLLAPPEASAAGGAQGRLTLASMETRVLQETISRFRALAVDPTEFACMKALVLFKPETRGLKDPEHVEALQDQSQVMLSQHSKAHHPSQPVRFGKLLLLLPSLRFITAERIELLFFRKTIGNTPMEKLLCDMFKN
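Test system: GST-NR2E3 and biotin-RetCOR proteins | Quantity: 1.35 nM GST-tagged NR2E3 final | Medium: Tris pH 7.5 | Also added: 7 nM biotin-RetCOR | Dosing: Compound at 4.8 µM, single dose | Timing: 5 h at 4 °C | Detection: Time-resolved FRET | Read-out basis: Percent inhibition | Benchmarks: Biotin wells as high control, 0.6% DMSO wells as low control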
HIF-2a inh – blocks HIF-2a reporter activity. 786-0 RCC cells HIF-2a reporter, luciferase luminescence, overnight. hit rate 0.72% among 360,000. inhibition, % at 18.8 µM;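 active = inhibition of the luminescence signal of 40% or more relative to plate controls, in a single-dose primary screen at 18.75 µM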
NR2E3 ag-2 – human photoreceptor-specific nuclear receptor agonism | Q9Y5X4 | AID 602229 | inhibition of corepressor binding, % at 3.98 µM | CHO-S Gal4-NCOR/VP16-NR2E3 two-hybrid, luciferase | hit rate 0.35% among 360,000;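 active = inhibition above the mean of all tested compounds plus 3 SD, cut at about 70% in these data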;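 note: 0% = DMSO with NR2E3 transfected cells and 100% = cells lacking NR2E3 construct; higher means lower luciferase signal from less NR2E3 corepressor binding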
Starred values were filed as active, the others as inactive; · = not tested or not shown.

canonical_smiles,TWEAK Fn14 block,KKLEB tox,aDG glyco act,iPSC survival up,CF NFkB block,MITF TRPM1 inh,Peg3 prom inh,Shn3 3UTR inh,NR2E3 ag-1,HIF-2a inh,NR2E3 ag-2
COc1cc(/C=C/C(=O)c2ccc3c(c2)OCO3)cc(Cl)c1O,-39,-9,0.0,-0.4,8,0,-62,-13,6,-108,-28
Cc1c(CC(=O)NCCCC(=O)O)c(=O)oc2cc3oc4c(c3cc12)CCCC4,1,14,0.1,0.2,-22,-1,-8,-1,0,5,-13
O=C(COc1ccc2ccccc2c1)NNC(=O)Nc1ccc(F)cc1F,2,-3,-0.4,-0.5,-35,18,-1,-4,-12,1,16
COc1ccc(-n2nc([N+](=O)[O-])c(=NCc3cccnc3)n2O)cc1,-1,9,0.6,-1.6,-4,2,-28,-9,-1,-16,-52
COC(=O)C(CCSC)NC(=O)c1cc2c(n(-c3ccc(C)cc3)c1=O)CCCC2=O (centres undefined),3,2,0.0,-0.5,-3,5,3,-3,-2,15,8
CN(CC(=O)Nc1ccc(N2CCOCC2)cc1)C(=O)CCNC(=O)c1ccccc1Cl,1,1,-0.1,-0.4,4,-2,-8,8,1,6,-4
Cc1cc(N/N=C2/CCCc3ccccc32)nc2ccccc12,-30,-2,-0.4,-1.4,14,-50,-215,-13,2,-253,-49
CC1CCCN(CCCNC(=O)c2nn(C)c3c2CSc2ccccc2-3)C1 (centres undefined),15,6,6.3*,-0.4,12,-10,9,-8,0,7,-4
CN1CCN(C(=O)c2ccc(N(C)S(=O)(=O)c3cccs3)cc2)CC1,16,-2,-0.4,-0.5,15,1,14,-1,0,-1,1
Cc1ccc(NC(=O)c2cccc3c2-c2ccccc2C3=O)cc1C,4,-9,0.2,4.2,5,-9,-1,-18,-5,-12,1
O=C(COC(=O)COc1ccccc1)Nc1cccnc1Cl,-8,1,0.1,0.8,3,-11,-5,-8,·,5,-9
CCn1cc(SCC(=O)NCc2ccc3c(c2)OCO3)c2ccccc21,-3,-1,0.1,-2.3,-8,·,14,-10,1,9,-34

An excerpt from above in order of heavy-atom count, ascending.
canonical_smiles,TWEAK Fn14 block,KKLEB tox,aDG glyco act,iPSC survival up,CF NFkB block,MITF TRPM1 inh,Peg3 prom inh,Shn3 3UTR inh,NR2E3 ag-1,HIF-2a inh,NR2E3 ag-2
O=C(COC(=O)COc1ccccc1)Nc1cccnc1Cl,-8,1,0.1,0.8,3,-11,-5,-8,·,5,-9
CN1CCN(C(=O)c2ccc(N(C)S(=O)(=O)c3cccs3)cc2)CC1,16,-2,-0.4,-0.5,15,1,14,-1,0,-1,1
CCn1cc(SCC(=O)NCc2ccc3c(c2)OCO3)c2ccccc21,-3,-1,0.1,-2.3,-8,·,14,-10,1,9,-34
CC1CCCN(CCCNC(=O)c2nn(C)c3c2CSc2ccccc2-3)C1 (centres undefined),15,6,6.3*,-0.4,12,-10,9,-8,0,7,-4
Cc1c(CC(=O)NCCCC(=O)O)c(=O)oc2cc3oc4c(c3cc12)CCCC4,1,14,0.1,0.2,-22,-1,-8,-1,0,5,-13
COC(=O)C(CCSC)NC(=O)c1cc2c(n(-c3ccc(C)cc3)c1=O)CCCC2=O (centres undefined),3,2,0.0,-0.5,-3,5,3,-3,-2,15,8

The main list resumes with the 2 entries that preceded the break.
canonical_smiles,TWEAK Fn14 block,KKLEB tox,aDG glyco act,iPSC survival up,CF NFkB block,MITF TRPM1 inh,Peg3 prom inh,Shn3 3UTR inh,NR2E3 ag-1,HIF-2a inh,NR2E3 ag-2
O=C(COC(=O)COc1ccccc1)Nc1cccnc1Cl,-8,1,0.1,0.8,3,-11,-5,-8,·,5,-9
CCn1cc(SCC(=O)NCc2ccc3c(c2)OCO3)c2ccccc21,-3,-1,0.1,-2.3,-8,·,14,-10,1,9,-34
CCOc1ccc(C(=O)N2CCCN(C(=O)c3ccc(OCC)cc3)CC2)cc1,-6,12,0.1,-0.4,6,8,-1,-8,0,-7,3
COc1ccccc1NC(=O)Cc1nnc(SCC(=O)NC2=NCCS2)n1C,7,-4,-0.1,-0.4,1,6,6,-6,5,15,-5
CCOc1ccc(C2NC(=O)c3sc(=S)n(-c4ccccc4)c3N2)cc1 (centres undefined),9,-11,0.0,0.2,-10,-3,9,-2,3,6,6
CCN(CC)CCSc1nc2c([nH]1)c(=S)n(C)c(=O)n2C,31,4,0.6,-0.3,-16,6,8,-12,·,7,-40
Cc1cc(NS(=O)(=O)c2ccc(NC(=O)c3cc4ccccc4o3)cc2)nc(C)n1,-16,3,-0.2,7.0,-13,-2,-4,-11,2,3,-20
CCOC(=O)C1CCN(CC(=O)c2c(C)[nH]c3cc(C)ccc23)CC1,-2,6,-0.1,0.0,-2,4,20,-6,3,18,-3
CC(C)C(=O)Nc1nnc(Cc2ccccc2)s1,3,9,-0.1,-2.7,-1,-18,-18,-15,3,-21,-18
Cc1c(C(=O)Nc2nnc(C3CC3)s2)oc2c(Cl)cccc12,-18,9,0.3,-0.6,-20,19,-31,3,0,-40,-38
CC(=O)/C(C#N)=C1\NC(=O)C(Cc2ccccc2C)S1 (centres undefined),12,6,-0.1,-0.2,2,·,16,44,-1,-41,5
O=C(CCNC(=O)c1ccco1)NCCc1ccc(Cl)cc1,10,-2,-0.3,-0.4,1,-2,6,-5,·,9,1
Cc1csc(NC(=O)COCC(=O)O)c1-c1nc2ccccc2s1,-7,-4,-0.1,-0.5,-4,-10,1,-18,3,12,-5
O=C(NC1CCCCC1)N(Cc1nc2ccccc2c(=O)[nH]1)C1CCCC1,3,5,-0.1,-1.0,5,-9,14,·,-1,14,-13

Additional entries follow.
canonical_smiles,TWEAK Fn14 block,KKLEB tox,aDG glyco act,iPSC survival up,CF NFkB block,MITF TRPM1 inh,Peg3 prom inh,Shn3 3UTR inh,NR2E3 ag-1,HIF-2a inh,NR2E3 ag-2
COc1cc(OC)cc(C(=O)N[C@H](C(=O)Nc2nc3ccc(S(C)(=O)=O)cc3s2)C(C)C)c1,12,6,-0.1,2.6,-5,-15,10,1,-2,11,3
COc1ccc(C2=[N+]([O-])C(C)(C)N(O)C2C)cc1 (centres undefined),-2,-4,-0.1,-2.4,-4,10,0,-16,1,5,22
CCOc1cc(/C=C2\C(=O)N(c3cccc(C(F)(F)F)c3)C(=O)c3ccccc32)ccc1O,29,-18,0.2,-0.7,-10,7,21,-20,1,39,-20
O=C(C1CCCC1)N1CCN=C1SCc1cccc([N+](=O)[O-])c1,49,3,0.0,-0.1,20,9,11,-8,0,10,-21
CC(C)(C)NC(=O)CSc1nc(O)cc(=O)n1-c1ccccc1F,9,6,-0.1,-2.8,-5,-12,-9,-8,1,1,-9
Cc1c(N=C2C=C(Br)C(=O)C(Br)=C2)c(=O)n(-c2ccccc2)n1C,-12,10,0.0,0.5,-4,11,-5,8,·,12,-24
Cc1ccc(S(=O)(=O)NNC(=S)NCCc2ccccc2)cc1,-6,6,0.0,-0.4,9,-12,16,-13,0,12,10
Cc1ccc(O)c(C(=O)c2coc(=N)c(C(=O)NC(C)C)c2)c1,6,10,-0.1,-1.0,4,-10,1,16,0,16,-6
COC(=O)c1cnc2c(C(F)(F)F)cccc2c1OC,-5,-9,-0.3,1.6,18,13,-3,·,0,5,-11
COc1cc(Br)c(CN2C(=O)NC3(CCCCCC3)C2=O)cc1OC,2,-4,0.0,0.2,9,-3,3,8,0,10,-28
C=CCC[C@@H](Cc1ccc(F)cc1)C(=O)OC[C@@H](NC(=O)[C@H](CC=C)CC(=O)NCCO)C(C)(C)C,14,4,0.4,3.2,-4,-6,-3,6,·,11,9
Cc1ccccc1CSc1nnc(CCCCCNC(=O)OC(C)(C)C)o1,13,0,0.3,-0.1,2,·,12,1,4,7,11

(next part)
canonical_smiles,TWEAK Fn14 block,KKLEB tox,aDG glyco act,iPSC survival up,CF NFkB block,MITF TRPM1 inh,Peg3 prom inh,Shn3 3UTR inh,NR2E3 ag-1,HIF-2a inh,NR2E3 ag-2
COc1ccc(/C=C/c2nc3ccccc3n2Cc2ccc(OC)c(OC)c2)cc1,-23,-9,-0.2,1.0,11,-106,-257,-51,1,-198,-119
O=C(NCCN1C(=O)S/C(=C\c2ccc(OC(F)F)cc2)C1=O)C1=COCCO1,-3,-29,2.0,-0.2,5,2,-30,-7,-3,-3,5
Cc1nc(Cl)cc(N/N=C/c2ccc(O)cc2)n1,-33,-5,0.0,0.1,-4,-42,-109,0,0,-101,-7
Cc1ccc(CNc2ncnc3ccc(-c4ccoc4C)cc23)o1,65*,-5,1.2,12,74*,·,18,31,·,15,-9
Cc1ccc(CNC(=O)CN(C)S(=O)(=O)c2cccc3nsnc23)cc1,0,-7,-0.3,1.7,4,1,8,-10,1,10,-3
O=C(CC12CC3CC(CC(C3)C1)C2)N1CCCC1,-8,0,-0.1,0.5,6,-7,15,11,1,15,-7
O=C(CSc1nnnn1C1CCCCC1)Nc1ccccc1N1CCOCC1,18,-19,0.1,-0.3,0,-7,18,20,0,2,-20
O=C(NCc1cccnc1)c1cccc(-c2cc3ccccc3oc2=O)c1,7,-3,0.5,-1.7,-14,-8,-15,-6,2,-4,-38
CCOC(=O)C1=C(COC(=O)/C=C/c2ccc(SC)cc2)NC(=O)NC1C (centres undefined),0,-27,0.6,-0.1,29,-6,-3,-11,2,4,1
COc1ccc(Cc2nnc(SCC(=O)N(C)CC(=O)Nc3ccc(C)cc3)o2)cc1,-21,14,-0.3,1.6,-14,2,-13,6,-3,-6,-18
O=C(N/N=C/c1cccs1)c1ccccn1,5,15,0.1,-1.3,-1,-48,-142,-32,-1,-84,-90
COc1ccc(NC(=S)N(Cc2ccc(C(=O)O)cc2)Cc2ccc(OC)c(OC)c2)cc1,-13,-3,-0.1,-1.1,0,2,1,-10,-1,-2,12

(further entries)
canonical_smiles,TWEAK Fn14 block,KKLEB tox,aDG glyco act,iPSC survival up,CF NFkB block,MITF TRPM1 inh,Peg3 prom inh,Shn3 3UTR inh,NR2E3 ag-1,HIF-2a inh,NR2E3 ag-2
CC(=O)N1CCc2c(sc(NC(=O)Cc3ccc(F)cc3)c2C#N)C1,-31,-3,0.0,0.5,-20,1,2,-6,1,8,2
COc1ccc(C)cc1NC(=O)Nc1cccc(C(=O)O)c1,2,0,0.3,2.9,6,5,23,-14,1,15,4
Cc1ccn2c(CNCCn3cccn3)c(C(=O)N3CCCCCC3)nc2c1,-3,12,-0.2,-2.0,-5,-20,5,74,1,10,0
Cc1ccc(-c2nn(-c3ccc(F)cc3)cc2C(=O)N2CCN(C3CCS(=O)(=O)C3)CC2)cc1 (centres undefined),-12,0,-0.2,-0.1,5,-1,-16,-13,2,-5,3
Cn1c(=O)c([N+](=O)[O-])c(Cl)c2ccccc21,-21,-50*,-0.6,-0.2,72*,95*,105*,97*,·,97*,-8
